# Source: PubChem BioAssay
# hIAP block: human IAP inhibitors, primary screen, biochemical, luminescence, uHTS; Intestinal-type alkaline phosphatase (Homo sapiens), P09923; purified IAP, CDP-Star luminescence, 30 min; inhibition, % at 10 µM; 330,000 tested, 0.12% active;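 active means inhibition reaching a set limit with compound at 10 µM in the primary screen, cut at about 35% in these data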;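 further: plate controls were DMSO wells with enzyme for no effect and no-enzyme buffer wells for full effect; values of inactives mirror those of a sister screen read the other way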
# Target sequence (P09923 whole entry, looked up): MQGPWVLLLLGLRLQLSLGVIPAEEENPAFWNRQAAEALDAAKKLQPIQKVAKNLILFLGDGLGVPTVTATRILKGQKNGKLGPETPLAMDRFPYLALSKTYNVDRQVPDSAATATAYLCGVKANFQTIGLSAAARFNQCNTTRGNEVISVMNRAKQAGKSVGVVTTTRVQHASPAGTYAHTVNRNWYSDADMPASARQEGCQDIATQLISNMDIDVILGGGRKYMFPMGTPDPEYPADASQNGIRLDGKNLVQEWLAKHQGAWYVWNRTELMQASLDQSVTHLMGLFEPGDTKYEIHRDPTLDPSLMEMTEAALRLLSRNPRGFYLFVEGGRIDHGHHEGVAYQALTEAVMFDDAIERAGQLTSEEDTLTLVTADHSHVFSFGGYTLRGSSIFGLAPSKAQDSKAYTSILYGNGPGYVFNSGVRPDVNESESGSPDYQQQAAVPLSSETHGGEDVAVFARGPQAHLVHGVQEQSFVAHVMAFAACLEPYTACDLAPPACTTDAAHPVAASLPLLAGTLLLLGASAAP
# beta cell repl: inducers of MIN6 beta-cell proliferation, primary screen, ATP luminescence, uHTS; MIN6 cells proliferation, ATPlite luminescence, 48 h; cells starved in 0.2% serum; 100% = growth in 10% serum; proliferation, % at 10 µM; 330,000 tested, 0.29% active;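 active means compounds whose signal lies at least 3.5 SD above the mean of all wells on their plate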;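 further: 0% = DMSO-treated cells in low-serum medium and 100% = 10% serum control; some compounds called inactive have numbers as strong as hits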
# APOBEC3A inh: APOBEC3A ssDNA deaminase inhibitors, primary screen, selectivity assay for APOBEC3G inhibitor project, biochemical, FAM/TAMRA oligo cleavage fluorescence; DNA dC->dU-editing enzyme APOBEC-3A (Homo sapiens), P31941; recombinant A3A, FAM/TAMRA ssDNA deamination fluorescence; inhibition, % at 20 µM; 330,000 tested, 0.41% active;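 active means at least 40% inhibition at 20 µM here, with at most 30% in a related deaminase screen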;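 further: plate controls were A3A with DMSO for no effect and wells lacking A3A enzyme for full effect; some results filed as inactive read as strong as hits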
# Target sequence (P31941 whole entry, looked up): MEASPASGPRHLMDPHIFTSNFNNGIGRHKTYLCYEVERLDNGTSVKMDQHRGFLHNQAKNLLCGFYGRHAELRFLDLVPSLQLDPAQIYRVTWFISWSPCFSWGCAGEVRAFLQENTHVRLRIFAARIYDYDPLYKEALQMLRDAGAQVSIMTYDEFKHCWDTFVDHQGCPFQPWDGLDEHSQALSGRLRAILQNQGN
# APOBEC3G inh: APOBEC3G DNA deaminase inhibitors, primary screen, biochemical, fluorescence, single-stranded DNA substrate, uHTS. DNA dC->dU-editing enzyme APOBEC-3G (Homo sapiens), Q9HC16. recombinant A3G, ssDNA deamination FAM/TAMRA fluorescence. inhibition, % at 20 µM. 330,000 tested, 0.28% active. AID 493012, 2011;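 active means inhibition of at least 40% at 20 µM, with no more than 30% in the related APOBEC3A deaminase screen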;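 further: plate controls were DMSO wells with A3G for no effect and wells lacking A3G enzyme for full effect; some compounds called inactive have numbers as strong as hits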
# Target sequence (Q9HC16 whole entry, looked up): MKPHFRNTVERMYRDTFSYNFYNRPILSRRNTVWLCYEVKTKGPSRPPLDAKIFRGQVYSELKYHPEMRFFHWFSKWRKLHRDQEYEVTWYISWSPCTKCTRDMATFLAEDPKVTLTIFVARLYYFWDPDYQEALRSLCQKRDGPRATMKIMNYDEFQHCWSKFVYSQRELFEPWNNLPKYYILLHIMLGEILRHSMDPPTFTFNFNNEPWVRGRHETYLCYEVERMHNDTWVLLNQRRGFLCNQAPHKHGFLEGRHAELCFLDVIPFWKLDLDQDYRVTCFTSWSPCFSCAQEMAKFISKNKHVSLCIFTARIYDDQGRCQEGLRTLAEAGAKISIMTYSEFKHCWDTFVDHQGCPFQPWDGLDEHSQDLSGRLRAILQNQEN
# mIAP block: inhibitors of mouse IAP, primary screen, biochemical, luminescence, uHTS; inhibition, % at 10 µM; intestinal alkaline phosphatase [Mus musculus]; 330,000 tested, 0.2% active; purified mouse IAP, CDP-Star luminescence, 30 min;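 active means inhibition of at least 40% at 10 µM in the primary screen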;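 further: plate controls were DMSO with enzyme for no effect and no enzyme wells for full effect; values of inactives mirror those of a sister screen read the other way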
# TIM10 inh: growth inhibitors of isogenic TIM10 control yeast, primary screen, counter-screen for tim10-1 yeast inhibitor project, luminescence, uHTS | S. cerevisiae TIM10 strain growth, BacTiter-Glo luminescence, 24 h | inhibition, % at 10 µM | 330,000 tested, 1.4% active;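 active means inhibition of 40% or more at the single tested concentration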;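 further: wild-type TIM10 isogenic control strain grown at permissive 25 °C; 0% = DMSO yeast wells and 100% = minimal medium wells without yeast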
# mIAP act: activators of mouse IAP, primary screen, biochemical, luminescence, uHTS. 330,000 tested, 0.24% active. muIAP, CDP-Star luminescence, 30 min; stronger effect = higher value; 1 = vehicle-only enzyme signal, 0 = enzyme-free wells. activation factor at 10 µM. AID 2805, 2010;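 active means activation factor of at least 2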; further: the source names both 10 and 20 µM as test concentration; values of inactives mirror those of a sister screen read the other way
#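 System: Mouse IAP enzyme | Also added: CDP-Star substrate | Dosing: Compounds dispensed in DMSO | Schedule: 30 min enzyme-substrate-compound incubation at room temperature | Technique: Chemiluminescence readout | Control set: DMSO-only wells and no-enzyme negative control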
# tim10-1 inh: growth inhibitors of tim10-1 mutant yeast, primary screen, luminescence, uHTS | S. cerevisiae tim10-1 ts strain growth, BacTiter-Glo, 24 h | inhibition, % at 20 µM | 330,000 tested, 2.2% active;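 active means inhibition of at least 40%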;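 further: mutant grown at 25 °C; 0% = DMSO wells with yeast and 100% = wells holding no yeast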
# NLRP3 yeast inh: NALP3 inflammasome inhibitors in reconstituted yeast, primary screen, luminescence, uHTS | Yeast reconstituted NLRP3/ASC/caspase-1, beta-gal luminescence, 24 h | 330,000 tested, 0.39% active | inhibition, % at 10 µM;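 active means inhibition of 50% or more; inactive means inhibition below 50%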;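 further: plate controls were induced DMSO wells for no effect and uninduced yeast grown without galactose for full effect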
# Starred values were filed as active, the others as inactive.
SMILES,hIAP block,beta cell repl,APOBEC3A inh,APOBEC3G inh,mIAP block,TIM10 inh,mIAP act,tim10-1 inh,NLRP3 yeast inh
CCCCN1CC(=O)N2[C@H]3c4cc(C)ccc4OC[C@@H]3[C@H](C(=O)OCC)[C@]2(C)C1=O,5,2,-6,-12,-11,0,1.1,-5,11
Cn1nc(C(=O)NCc2ccccc2)cc1C(=O)NCc1ccccc1,5,-2,1,21,6,-4,0.94,4,12
COc1ccc(N2C(=O)CC(Nc3cccc(C(C)=O)c3)C2=O)cc1OC (stereo not drawn),8,0,-2,-5,-1,13,1,2,13
CC(=O)c1c(N2CCN(c3cccc(Cl)c3)CC2)nc(=S)n(-c2ccccc2)c1C,1,-5,2,0,17,10,0.83,10,24
CC(C)OCCCn1c(-c2ccco2)nc2nc3ccccc3nc21,0,0,9,-1,2,9,0.98,23,12
Cc1ccc2[nH]c(O)c(N=Nc3ccccc3C)c2c1,21,1,-1,0,12,23,0.88,10,19
COc1cccc(OCc2cc(C(=O)N3CCC(C(O)C(C)C)CC3)no2)c1 (stereo not drawn),-23,-2,-8,-7,0,4,1,18,14
O=c1ccc(-c2ccc(S(=O)(=O)NCc3cccc(Br)c3)s2)n[nH]1,-2,2,-4,-2,5,7,0.95,2,6
CCOC(=O)c1[nH]c2ccc(Br)cc2c1NC(=O)CNC,2,-2,1,-3,6,4,0.94,13,19
COc1ccc(C(=O)NC2CC(C)(C)Cc3c2cnn3-c2ccccc2C)c(OC)c1OC (stereo not drawn),-14,-4,2,-5,-6,11,1.1,16,3
NC(=O)C1=C[C@@H](C2CCCCC2)C[C@@H](OCCCCO)O1,0,-1,5,-1,33,10,0.67,-10,-1
C=C(C)c1ccc(C(C)(C)NC(=O)N(Cc2ccccc2)Cc2ccco2)cc1,9,-5,6,0,-9,-9,1.1,27,11
CN(C)c1oc(-c2ccc(Cl)cc2)nc1S(=O)(=O)c1ccccc1,3,4,-3,-2,6,18,0.94,29,34
CN1C(=O)C(CCC(N)=O)NC1=S (stereo not drawn),4,-2,2,5,9,-6,0.91,-2,4
O=C(NCc1ccncc1)C(=O)NCC(c1ccco1)N1CCN(c2ccccc2)CC1 (stereo not drawn),-22,0,0,0,-7,-15,1.1,-10,2
CC(=O)Nc1ccc(NC(C)=C(C#N)C#N)cc1,-23,5,0,0,3,-7,0.97,6,2
Nn1cnnc1N/N=C/c1cc([N+](=O)[O-])c(Cl)cc1Cl,18,-3,-13,-5,10,-11,0.9,-13,8
COc1ccc(-c2sc(Nc3ccccc3)n[n+]2-c2ccc(F)cc2)c(OC)c1OC,17,-6,-1,-3,9,22,0.91,17,7
Clc1ccc(C2C3=C(Nc4ncnn42)c2ccccc2CC3)cc1 (stereo not drawn),6,-2,1,-3,5,16,0.95,26,26
COCCn1c(C)cc(C(=O)CSc2nnc(-c3cccnc3)n2-c2ccccc2F)c1C,-11,3,0,-13,4,9,0.96,14,7
O=C(COC(=O)/C=C/c1ccc(C(F)(F)F)cc1)NCC1CCCO1 (stereo not drawn),-2,5,2,-9,-7,-2,1.1,4,17
CNC(=O)CS(=O)(=O)CC(=O)Nc1cc(OCCOC)c(Cl)cc1Cl,4,-3,1,-2,-3,-9,1,4,3
CC1CCN(C(=O)CSc2nnc(CNc3ccc(F)cc3)n2Cc2ccco2)CC1,2,-2,0,-2,-6,6,1.1,16,12
Cc1ccccc1CN1CCN(C(=O)c2ccc(F)cc2)CC1,-16,0,-5,-2,-6,3,1.1,13,17
CCn1nnc(NC(=O)c2ccccc2Br)n1,7,3,0,-3,-6,-2,1.1,-5,6

# Some entries already given, showing only TIM10 inh:
canonical_smiles	TIM10 inh
COc1cccc(OCc2cc(C(=O)N3CCC(C(O)C(C)C)CC3)no2)c1 (stereo not drawn)	4
O=c1ccc(-c2ccc(S(=O)(=O)NCc3cccc(Br)c3)s2)n[nH]1	7

# Part of the list above, field by field:
Cn1nc(C(=O)NCc2ccccc2)cc1C(=O)NCc1ccccc1
- hIAP block = 5
- beta cell repl = -2
- APOBEC3A inh = 1
- APOBEC3G inh = 21
- mIAP block = 6
- TIM10 inh = -4
- mIAP act = 0.94
- tim10-1 inh = 4
- NLRP3 yeast inh = 12
CCOC(=O)c1[nH]c2ccc(Br)cc2c1NC(=O)CNC
- hIAP block = 2
- beta cell repl = -2
- APOBEC3A inh = 1
- APOBEC3G inh = -3
- mIAP block = 6
- TIM10 inh = 4
- mIAP act = 0.94
- tim10-1 inh = 13
- NLRP3 yeast inh = 19
CC(C)OCCCn1c(-c2ccco2)nc2nc3ccccc3nc21
- hIAP block = 0
- beta cell repl = 0
- APOBEC3A inh = 9
- APOBEC3G inh = -1
- mIAP block = 2
- TIM10 inh = 9
- mIAP act = 0.98
- tim10-1 inh = 23
- NLRP3 yeast inh = 12
CN(C)c1oc(-c2ccc(Cl)cc2)nc1S(=O)(=O)c1ccccc1
- hIAP block = 3
- beta cell repl = 4
- APOBEC3A inh = -3
- APOBEC3G inh = -2
- mIAP block = 6
- TIM10 inh = 18
- mIAP act = 0.94
- tim10-1 inh = 29
- NLRP3 yeast inh = 34

# Next part:
SMILES,hIAP block,beta cell repl,APOBEC3A inh,APOBEC3G inh,mIAP block,TIM10 inh,mIAP act,tim10-1 inh,NLRP3 yeast inh
CC(C)(C)c1ccc(S(=O)(=O)Nc2ccc3c(c2)COC3=O)cc1,-19,-2,-3,-6,-8,-5,1.1,0,-2
O=C(CCS(=O)(=O)c1cccs1)Nc1ccc(C(=O)NCc2ccc(F)cc2)cc1,15,1,2,0,-1,4,1,13,8
CC(=O)OCCC(C)C,9,-2,2,12,4,9,0.96,1,11
O=C(Cn1nc(CNc2ccc(Cl)cc2)[n+]2c1CCCCC2)c1ccc(Cl)cc1,6,-2,-1,-7,-5,-4,1.1,-7,11
N#CC1(c2ccccc2)CCC(NCCc2ccccc2)CC1 (stereo not drawn),-24,-3,-4,-14,6,-12,0.94,18,41
COc1ccc(N2C(=O)NC(=O)C2=O)cc1,-6,0,1,-6,-7,3,1.1,-6,-2
COc1ccc(C(=O)NC(C)c2ccc(-n3ccnc3)cc2)cc1S(=O)(=O)N1CCOCC1 (stereo not drawn),-29,0,-4,-3,-1,-2,1,18,15
O=c1c2cccnc2[nH]c(=S)n1CCC1=CCCCC1,-8,0,2,-6,7,5,0.93,13,-7
O=C(c1ccc(Cl)c(S(=O)(=O)N2CCCCCC2)c1)N1CCCC1,-32,-4,-6,-8,-4,1,1,13,-10
C#CCOCCOCCOCCNc1nc(N2CCN(C(=O)Cn3cc(CCCN=C(N)N)nn3)CC2)nc(N2CCN(C(=O)[C@H]([C@@H](C)CC)n3cc(CCC(=O)O)nn3)CC2)n1,-3,-4,-1,-15,-3,13,1,-6,7
Cc1ccc(S(=O)(=O)N2CCC[C@H]2C(=O)Nc2ccccc2C)cc1,14,-2,-2,-4,10,5,0.9,14,13
COc1cc(Nc2nc3ccccc3nc2NS(=O)(=O)c2ccc([N+](=O)[O-])cc2)cc(OC)c1OC,-15,-7,-5,-5,15,22,0.85,46*,9
CC(=O)Nc1sc2c(c1C(c1ccccn1)N1CCN(C)CC1)CCCC2 (stereo not drawn),-20,-1,-4,-3,0,9,1,15,12
Cc1nc(-c2ccc(C(=O)Nc3cc(S(N)(=O)=O)ccc3C)cc2)cs1,-6,-5,-2,1,-4,16,1,-5,9
C=CCN1C(=O)c2ccc(C(=O)NCCc3ccc(OC)c(OC)c3)cc2C1=O,10,0,-2,-8,2,-9,0.98,-13,16
CC1(C)CC(=O)C=C(c2cccc(O)c2)C1=O,-12,-3,-2,-7,8,-5,0.92,3,-5
O=C(NCCOc1ccccc1)c1cc([N+](=O)[O-])ccc1N1CCOCC1,1,-5,-3,-5,2,-5,0.98,27,12
Cc1ccccc1NC(=O)CN1CCC(n2nnc3ccccc32)CC1,12,2,-2,-1,5,-2,0.95,8,19
Nc1ccc(Oc2ccc3c(c2)OCO3)cc1,12,0,-1,-5,-3,1,1,12,9
O=S(=O)(Nc1ccccc1N1CCOCC1)c1ccccc1C(F)(F)F,6,6,-3,-4,5,1,0.95,3,10
O=C(CCN1CCN(C(c2ccccc2)c2ccccc2)CC1)N/N=C/c1ccc(O)cc1,-11,0,3,-4,-7,-15,1.1,11,15
CCCSC1=C(C#N)C(c2cccs2)C(C(=O)Nc2ccccc2)=C(C)N1 (stereo not drawn),10,-7,-2,-6,6,-2,0.94,17,24
COc1ccccc1N1CCN(C(=O)c2cccc(N3C(=O)NC4CC3(C)Oc3c(OC)cccc34)c2)CC1 (stereo not drawn),-23,-1,1,4,-7,3,1.1,-8,12
COC(=O)c1ccc(N2C(=O)C3C4C=CC(CC4)C3C2=O)cc1 (stereo not drawn),-4,-3,-7,8,-8,2,1.1,18,14
COCCCn1c(C(=O)NCCC2=CCCCC2)cc2c(=O)n3cccc(C)c3nc21,-47,5,-6,-8,-30,8,1.3,21,5
# Further records:
SMILES,hIAP block,beta cell repl,APOBEC3A inh,APOBEC3G inh,mIAP block,TIM10 inh,mIAP act,tim10-1 inh,NLRP3 yeast inh
Cc1ccc(C(C)NC(=S)NC2CCCCC2)cc1C (stereo not drawn),4,-7,2,-3,-62,32,1.6,33,31
CNC(=S)N(Cc1ccc(OC)cc1)C1CC(=O)N(c2ccc(OC)cc2)C1=O (stereo not drawn),-11,0,-2,5,-7,7,1.1,27,11
Cc1[nH]c2c(C)cccc2c1CCNC(=O)c1ccc2c(c1[N+](=O)[O-])C(=O)c1ccccc1C2=O,-8,-7,-4,-5,6,40,0.94,27,36
COC(=O)c1cc(C(=O)OC)cc(N2C(=O)CC(NNC(=O)c3ccc(C)cc3)C2=O)c1 (stereo not drawn),-21,1,-1,-2,0,2,1,-12,4
Cc1ccccc1NC(=O)Cc1nc(COC(=O)CNS(=O)(=O)c2cccc(Br)c2)cs1,-28,-6,-1,-5,-2,-11,1,11,3
Fc1cccc(NC(=S)NCCN2CCOCC2)c1,10,0,0,-2,2,-10,0.98,-7,-2
CCOC(=O)CNC(=O)CSc1nc2cccnc2n1CC,8,-1,-2,-6,0,8,1,5,4
O=C(CC1NCCNC1=O)OCc1ccccc1 (stereo not drawn),-7,-1,0,-2,0,-8,1,-17,3
C=CCN1C=C2C(=O)C(C)(OC(=O)c3cnc4ccccc4n3)C(=O)C=C2C=C1/C=C/COC (stereo not drawn),-3,-1,13,8,2,1,0.98,-9,18

# Some of the entries so far, with values under each structure.
# Results follow in this order: hIAP block, beta cell repl, APOBEC3A inh, APOBEC3G inh, mIAP block, TIM10 inh, mIAP act, tim10-1 inh, NLRP3 yeast inh
> Cc1ccc(S(=O)(=O)N2CCC[C@H]2C(=O)Nc2ccccc2C)cc1
    14, -2, -2, -4, 10, 5, 0.9, 14, 13
> COc1cc(Nc2nc3ccccc3nc2NS(=O)(=O)c2ccc([N+](=O)[O-])cc2)cc(OC)c1OC
    -15, -7, -5, -5, 15, 22, 0.85, 46*, 9
